Screens as filed in PubChem.
VIM-2 inhibitor = blocks Pseudomonas aeruginosa VIM-2 metallo-beta-lactamase; inhibition, % at 5.6 µM; AID 1527; actives 0.89% (n = 290,000); purified VIM-2, nitrocefin hydrolysis, epi-absorbance fluorescence;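 active = inhibition above the mean of all tested compounds plus 3 SD, cutoff set per screening run, cut at about 7.5% in these data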;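 note: red hydrolysis product quenches plate fluorescence so inhibitors raise well fluorescence; 0% = enzyme with DMSO and 100% = DMSO without enzyme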
PfM18AAP inh = blocks P. falciparum M18 aspartyl aminopeptidase. recombinant PfM18AAP, H-Glu-NHMec fluorogenic cleavage. inhibition, % at 7.35 µM. actives 1.2% (n = 290,000);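 active = inhibition above the campaign mean inhibition over all tested compounds plus 3 SD, cut at about 28% in these data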;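 note: 0% = plate median of test compound wells and 100% = 2 mM ZnCl2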
IDE inh = inhibits human insulin-degrading enzyme in HEK cells. AID 434962. actives 0.41% (n = 320,000). FAbetaB cleavage, fluorescence polarization. inhibition, % at 5.59 µM;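 active = percent inhibition above the average of all tested compounds plus 3 SD, set per screening campaign, cut at about 16% in these data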;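 note: IDE supplied by intact live HEK cells; FP after avidin binding of uncleaved biotin substrate so inhibition keeps polarization high; 0% = DMSO wells and 100% = 60 µM reference IDE inhibitor Ii1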
Target sequence (P14735 whole entry, looked up): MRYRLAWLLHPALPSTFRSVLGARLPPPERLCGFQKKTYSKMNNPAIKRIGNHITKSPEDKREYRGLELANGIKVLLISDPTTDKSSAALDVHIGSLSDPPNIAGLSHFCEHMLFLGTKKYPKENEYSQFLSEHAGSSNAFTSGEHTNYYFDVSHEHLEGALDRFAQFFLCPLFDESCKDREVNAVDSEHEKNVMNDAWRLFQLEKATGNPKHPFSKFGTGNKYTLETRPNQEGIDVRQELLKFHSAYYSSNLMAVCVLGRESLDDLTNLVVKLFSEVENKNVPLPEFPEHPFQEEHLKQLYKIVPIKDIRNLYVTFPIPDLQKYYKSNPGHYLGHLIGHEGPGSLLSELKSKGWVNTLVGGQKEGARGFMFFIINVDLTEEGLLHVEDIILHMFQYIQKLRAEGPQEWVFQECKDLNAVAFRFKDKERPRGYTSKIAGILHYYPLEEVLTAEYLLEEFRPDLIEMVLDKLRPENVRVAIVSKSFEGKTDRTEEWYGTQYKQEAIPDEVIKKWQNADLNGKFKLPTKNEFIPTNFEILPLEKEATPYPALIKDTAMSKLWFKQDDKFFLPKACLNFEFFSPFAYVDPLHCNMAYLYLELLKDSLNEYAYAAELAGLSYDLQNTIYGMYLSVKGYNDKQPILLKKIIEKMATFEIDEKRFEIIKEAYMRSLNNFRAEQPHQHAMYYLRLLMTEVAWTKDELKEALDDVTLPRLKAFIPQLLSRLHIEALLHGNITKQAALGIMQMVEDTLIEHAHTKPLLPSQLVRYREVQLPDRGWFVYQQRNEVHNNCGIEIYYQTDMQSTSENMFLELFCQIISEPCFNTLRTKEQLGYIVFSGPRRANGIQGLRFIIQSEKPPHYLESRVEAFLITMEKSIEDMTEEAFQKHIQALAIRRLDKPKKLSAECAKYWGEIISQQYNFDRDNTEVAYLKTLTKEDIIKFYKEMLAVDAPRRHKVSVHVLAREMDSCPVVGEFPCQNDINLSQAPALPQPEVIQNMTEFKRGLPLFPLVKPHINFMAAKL
pCIP destab = compounds decreasing mouse p/CIP protein stability. F442A p/CIP-EGFP cells, EGFP fluorescence, 16 h. decrease of EGFP signal, % at 10 µM. actives 0.01% (n = 290,000);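 active = EGFP signal decrease of at least 30% at 10 µM or well 3 SD below plate mean, unless failing retest; inactive = the rest, including hits failing retest or dose response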; note: some compounds called inactive have numbers as strong as hits; many of its hits are not listed in these tables
IMP-1 inh = blocks Pseudomonas aeruginosa IMP-1 metallo-beta-lactamase | purified IMP-1, nitrocefin hydrolysis, epi-absorbance fluorescence | inhibition, % at 5.6 µM | actives 0.45% (n = 290,000);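 active = inhibition above the mean plus 3 SD of all compounds in the same screening run, cut at about 4.5% in these data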;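 note: 0% = IMP-1 with DMSO and 100% = DMSO wells lacking enzyme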
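system = purified recombinant IMP-1 beta-lactamase | amount = 0.2 nM IMP-1, as dispensed | medium = HEPES buffer pH 7.1 with ZnSO4 and Brij 35 | times = 25 °C, 15 min preincubation, 25 min reaction | detection = plate fluorescence quenching by hydrolysis product, ex 480/em 530 nm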
UBC9 SUMO inh = SUMOylation inhibition; inhibition, % at 35 µM; HTRF SUMOylation assay, SAE1/SAE2 + UBC9, in vitro; P63279; actives 0.36% (n = 290,000); in the data active = inhibition above about 50%, passing the limit was not always enough; note: strong numbers were not always called active
FID counter = fluorescent intercalator displacement, NS3 helicase counter-screen; DNA fluorescent intercalator displacement, fluorescence; inhibition, % at 7.9 µM; actives 0.17% (n = 290,000); in the data active = inhibition above about 37%;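 note: 0% = vehicle and 100% = reference compound; higher means more ethidium bromide displaced from hairpin DNA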
IDE act = IDE (human) activation, cell-based; P14735; HEK cells, FAbeta-B cleavage, fluorescence polarization; 0% vehicle, 100% cell-free pure enzyme wells; activation, % at 5.96 µM; actives 0.073% (n = 340,000); AID 493087;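 active = activation above the mean of all tested compounds plus 3 SD, set per screening campaign, cut at about 17% in these data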
HCV NS3 hel inh = HCV NS3 helicase inhibition; inhibition, % at 10.9 µM; actives 0.56% (n = 290,000); NS3 helicase DNA unwinding, Cy5 molecular beacon fluorescence; AID 1800;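 active = inhibition above the mean of all tested compounds plus 3 SD, set per campaign, cut at about 35% in these data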;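 note: 0% = DMSO wells and 100% = thioflavine S control wells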
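Test system: hepatitis C virus NS3 helicase domain fragment enzyme. Also added: annealed dual-labelled DNA beacon duplex, ATP-started. Timing: 60 min unwinding reaction at 25 °C after ATP addition. Technique: Cy5 fluorescence. Measure: % inhibition of unwinding.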
Active calls of the source: *; . = not tested or not shown.

Results follow in this order: IMP-1 inh	VIM-2 inhibitor	IDE inh	FID counter	pCIP destab	PfM18AAP inh	HCV NS3 hel inh	UBC9 SUMO inh	IDE act
(1) COc1ccc(CC(=O)NCc2ccc3c(c2)OCO3)cc1
    -0.4	-1.3	-1	-4	-3	-2	-1	16	7
(2) O=C1Nc2ccc(S(=O)(=O)N3CCOCC3)c3cccc1c23
    -0.9	-1.3	1	2	-43	2	-1	34	-2
(3) COc1ccc(C2c3ccc4ccccc4c3Oc3ncn(CCCN(C)C)c(=N)c32)cc1 (configuration not stated)
    0.2	1.2	4	19	0	-6	-51	15	1
(4) Cc1nnc(SCC(=O)NC(C)(C)C)n1NCc1c(F)cccc1Cl
    -1.0	-1.1	3	-21	0	-1	8	4	7
(5) COc1cc(/C=C/c2c([N+](=O)[O-])c(=O)n(C)c(=O)n2C)cc(OC)c1OC
    -3.2	-0.5	1	-3	-5	4	2	2	3
(6) CCC(C)(C)NC(=O)CN(C(=O)CNS(=O)(=O)c1ccc(F)cc1)c1ccc2c(c1)OCCO2
    -0.5	-2.0	-2	-33	8	-1	-1	-9	4
(7) Cc1c(C)c2c(OCC(=O)NCc3ccncc3)cc3c(c2oc1=O)CCC(C)(C)O3
    -1.8	31*	9	-17	-10	-1	-2	21	-10
(8) Cc1cccc(N(C(=O)c2ccco2)C(C(=O)NC2CCCC2)c2cccnc2)c1C (configuration not stated)
    -0.6	1.3	-3	-37	-6	10	12	-11	1
(9) Cc1csc(NC(=O)c2cc3c(s2)CCCCC3)n1
    -4.6	2.7	1	-5	-1	-10	-5	12	1
(10) CCC1CCCCN1C(=O)CSc1nc(C)cc(C)n1 (configuration not stated)
    -1.7	-1.3	12	-14	5	-14	5	-10	4
(11) COc1ccc(OC)c(/C=N/NC(=O)c2ccc(Cn3cc([N+](=O)[O-])cn3)o2)c1
    -1.6	-2.3	0	-3	1	-7	-1	13	2
(12) CCOc1ccccc1NC(=O)C(OC(=O)c1ccccc1O)c1ccccc1 (configuration not stated)
    -0.7	-3.5	3	-1	2	-5	10	-8	2
(13) CCOP(=O)(NC12CC3CC(CC(C3)C1)C2)NC12CC3CC(CC(C3)C1)C2
    -1.4	1.4	4	-26	12	-3	11	4	2
(14) O=C(CCN1CCCCCC1)c1ccccc1
    -0.6	1.0	-4	2	-5	16	2	8	1
(15) CC(C)[C@@H]1CC[C@@H](C)c2c(-c3ccccc3)n[nH]c21
    -0.8	2.2	-2	-24	-9	12	-16	33	1
(16) O=C(O)CSc1cc(C(=O)c2ccccc2O)cn2c(=O)c3c4c(sc3nc12)CCCC4
    -1.3	-2.7	.	-10	-22	0	22	50*	-6
(17) O=C1CC(/C=C/c2ccccn2)=Nc2ccccc2N1
    -5.5	-2.5	-1	-20	-4	8	2	10	-4
(18) CCCOC(=O)c1ccc(NC(=O)CCOc2ccccc2)cc1
    -3.1	-2.4	-1	-16	-1	0	-14	-5	1
(19) CCc1ccc(NC(=S)N(Cc2cccc(Br)c2)CC2CCC(C(=O)O)CC2)cc1 (configuration not stated)
    -2.8	-2.4	-2	-44	1	7	32	-13	3
(20) C/C(CC(=O)N1CCN(C=O)CC1)=N\NC(=O)c1cc2ccccc2cc1O
    -1.2	-0.4	6	-19	-5	2	34	65*	3

An excerpt of these results, with each value named.
5	COc1cc(/C=C/c2c([N+](=O)[O-])c(=O)n(C)c(=O)n2C)cc(OC)c1OC
  IMP-1 inh: -3.2
  VIM-2 inhibitor: -0.5
  IDE inh: 1
  FID counter: -3
  pCIP destab: -5
  PfM18AAP inh: 4
  HCV NS3 hel inh: 2
  UBC9 SUMO inh: 2
  IDE act: 3

6	CCC(C)(C)NC(=O)CN(C(=O)CNS(=O)(=O)c1ccc(F)cc1)c1ccc2c(c1)OCCO2
  IMP-1 inh: -0.5
  VIM-2 inhibitor: -2.0
  IDE inh: -2
  FID counter: -33
  pCIP destab: 8
  PfM18AAP inh: -1
  HCV NS3 hel inh: -1
  UBC9 SUMO inh: -9
  IDE act: 4

7	Cc1c(C)c2c(OCC(=O)NCc3ccncc3)cc3c(c2oc1=O)CCC(C)(C)O3
  IMP-1 inh: -1.8
  VIM-2 inhibitor: 31*
  IDE inh: 9
  FID counter: -17
  pCIP destab: -10
  PfM18AAP inh: -1
  HCV NS3 hel inh: -2
  UBC9 SUMO inh: 21
  IDE act: -10

8	Cc1cccc(N(C(=O)c2ccco2)C(C(=O)NC2CCCC2)c2cccnc2)c1C (configuration not stated)
  IMP-1 inh: -0.6
  VIM-2 inhibitor: 1.3
  IDE inh: -3
  FID counter: -37
  pCIP destab: -6
  PfM18AAP inh: 10
  HCV NS3 hel inh: 12
  UBC9 SUMO inh: -11
  IDE act: 1

Random excerpt: five compounds from above, in no set order.
Results follow in this order: IMP-1 inh	VIM-2 inhibitor	IDE inh	FID counter	pCIP destab	PfM18AAP inh	HCV NS3 hel inh	UBC9 SUMO inh	IDE act
(1) COc1ccc(CC(=O)NCc2ccc3c(c2)OCO3)cc1
    -0.4	-1.3	-1	-4	-3	-2	-1	16	7
(4) Cc1nnc(SCC(=O)NC(C)(C)C)n1NCc1c(F)cccc1Cl
    -1.0	-1.1	3	-21	0	-1	8	4	7
(3) COc1ccc(C2c3ccc4ccccc4c3Oc3ncn(CCCN(C)C)c(=N)c32)cc1 (configuration not stated)
    0.2	1.2	4	19	0	-6	-51	15	1
(12) CCOc1ccccc1NC(=O)C(OC(=O)c1ccccc1O)c1ccccc1 (configuration not stated)
    -0.7	-3.5	3	-1	2	-5	10	-8	2
(20) C/C(CC(=O)N1CCN(C=O)CC1)=N\NC(=O)c1cc2ccccc2cc1O
    -1.2	-0.4	6	-19	-5	2	34	65*	3

Other results.
Results follow in this order: IMP-1 inh	VIM-2 inhibitor	IDE inh	FID counter	pCIP destab	PfM18AAP inh	HCV NS3 hel inh	UBC9 SUMO inh	IDE act
(21) Cc1cc(C)n(CC(=O)N2CCc3ccccc32)c(=O)c1C#N
    -1.8	-5.1	9	-7	0	-2	-2	3	-4
(22) CC1Cc2ccccc2N1C(=O)CSc1nc(N)cc(=O)[nH]1 (configuration not stated)
    -6.0	-0.7	.	-7	-10	8	-1	13	.
(23) CCN(Cc1ccncc1)C(=O)c1ccccc1NS(=O)(=O)c1ccc(F)cc1
    -0.7	-0.1	-3	-25	3	0	-10	-8	6
(24) Cc1ccc(/C=C2\NC(=S)NC2=O)cc1[N+](=O)[O-]
    -3.4	-1.6	-1	2	-8	-17	7	13	1
(25) Cc1cccc(NC(=O)/C(=C\c2ccc([N+](=O)[O-])o2)NC(=O)c2ccc(Cl)cc2)c1
    -1.6	-2.2	17*	-9	-12	-1	17	26	-4
(26) C=CCNC(=S)N1CCC(C(=O)c2ccc(Cl)cc2)CC1
    -2.5	-0.6	1	-9	3	0	-6	-1	-1
(27) Cc1ccc(/C=N/NC(=O)c2cc3c(ccc4ccccc43)o2)o1
    -2.4	-4.7	.	-12	1	16	32	22	4
(28) Cc1cc(C)n2nc(CC(=O)NC3CCCCCC3)nc2n1
    1.0	-2.6	1	-2	3	-1	3	-19	1
(29) Cc1ccc(NC(=O)CCCC(=O)O)c(Br)c1
    -0.9	0.6	-2	0	0	2	-3	9	7
(30) CN1CCN(CCCNC(=O)c2ccc(NC(=O)C3=CSCCO3)cc2)CC1
    -0.2	-1.1	-4	1	-3	0	1	-6	-1
(31) O=C(CN1CCN(C(=O)c2ccco2)CC1)Nc1ccc(F)cc1F
    -2.1	-2.4	-4	-8	-3	-4	3	3	4
(32) COc1cccc(CNC(=O)c2ccccc2N)c1
    -1.7	-1.5	-2	0	-8	0	4	22	0
(33) C/C(=N/NC(=O)CC(=O)N/N=C(\C)c1ccc([N+](=O)[O-])cc1)c1ccc([N+](=O)[O-])cc1
    -6.0	-3.4	4	-3	-3	9	1	-18	1
(34) Cc1ccccc1CN1CCc2c(OCC(=O)N3CCCc4ccccc43)cccc2C1=O
    -0.9	-3.1	5	-45	-7	8	75*	-6	3
(35) Cc1cc(C)n2ncc(S(=O)(=O)c3ccccc3)c2n1
    -0.7	0.0	4	1	5	-4	-17	14	6
(36) CCOc1ncccc1C(=O)OC(C)C(=O)NC(=O)NC1CCCCC1 (configuration not stated)
    -4.0	-2.1	7	-12	21	-6	13	9	4
(37) COc1ccc(-n2c(N)c(C(=O)Nc3c(C)n(C)n(-c4ccccc4)c3=O)c3nc4ccccc4nc32)cc1
    -1.5	-1.1	6	-16	-1	-1	4	26	1
(38) O=C(Nc1ccccc1C(F)(F)F)N1CCC(n2c(=O)[nH]c3ccccc32)CC1
    -2.9	-3.3	5	-1	-19	-5	0	10	4
(39) CCN1C2=C(C(=O)CCC2)C(c2ccc(O)c(Br)c2)C2=C1CCCC2=O
    2.9	-1.1	4	-4	-2	23	0	4	6
(40) O=c1cc(O)c2ccc(O)cc2o1
    0.5	0.5	0	2	-4	6	0	6	2

A few values from the entries so far.
For IDE act, #23 is listed with 6
For IDE act, #26 is listed with -1
For PfM18AAP inh, #29 is listed with 2

The results go on:
Results follow in this order: IMP-1 inh	VIM-2 inhibitor	IDE inh	FID counter	pCIP destab	PfM18AAP inh	HCV NS3 hel inh	UBC9 SUMO inh	IDE act
(41) Cc1cccc(-c2nnc(SCC(=O)N3CCOCC3)o2)c1
    1.5	-0.6	-5	-13	-4	-4	3	16	1
(42) Cc1cc(C)c(S(=O)(=O)NCCOc2ccccc2)c(C)c1-n1cnnn1
    -2.9	-2.8	-2	-10	25	-2	-6	-12	-2
(43) O=C1NC(=Nc2ccccc2)S/C1=C\c1cccn1-c1ccccc1
    -4.8	-3.0	0	-3	-4	2	7	18	0
(44) CC(CNS(=O)(=O)c1ccc(Cl)cc1)n1cncn1 (configuration not stated)
    -2.3	-1.9	-6	-2	3	-4	2	-5	2
(45) COc1cc([N+](=O)[O-])ccc1NC(=O)CCCOc1ccccc1
    0.0	-0.8	5	4	5	-1	-5	18	-2
(46) CC(C)CNC(=O)c1cccc(NC(=O)c2ccc(Cl)c([N+](=O)[O-])c2)c1
    -2.9	-0.7	7	-3	-11	-9	4	-8	-5
(47) CC(=O)c1ccc(NC(=O)C2CCCN2S(=O)(=O)c2ccc(C)cc2)cc1 (configuration not stated)
    -2.9	-1.4	3	-12	0	-2	-9	2	2
